# Screening results deposited in PubChem by several laboratories.
# PfHsp40 rescue: rescue of yeast from PfHsp40 toxicity, primary screen, S. cerevisiae, ATP luminescence. S. cerevisiae expressing PfHsp40, growth rescue. growth rescue, % at 12.5 µM. 340,000 tested, 0.68% active. AID 504582, 2011; in the data active = growth rescue above about 28%, passing the limit was not always enough; inconclusive = no clear call, values can overlap the other calls;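 also: yeast W303a lacking pdr1 and pdr3 grown in galactose medium; growth measured after three days at 30 °C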
# GDH-TPI counter: GDH-TPI coupling enzyme inhibitors, primary screen, artefact control for M. tuberculosis FBA inhibitor project, biochemical, absorbance, full deck; GDH-TPI coupled enzyme counterscreen, NADH absorbance; inhibition, % at 4.8 µM; 360,000 tested, 1.2% active; in the data active = inhibition above about 30%;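 also: 0% = DMSO wells and 100% = wells lacking the enzyme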
# UGM FP inh: M. tuberculosis UGM enzyme inhibitors, primary screen, biochemical, fluorescence polarization, single point; purified UGM, fluorescence polarization probe displacement; 320,000 tested, 0.06% active; inhibition, % at 10 µM; UDP-galactopyranose mutase (Mycobacterium tuberculosis (strain ATCC 25618 / H37Rv)), …; in the data active = inhibition above about 10%, passing the limit was not always enough; inconclusive = no clear call, values can overlap the other calls
# Target sequence (P9WIQ1 whole entry, looked up): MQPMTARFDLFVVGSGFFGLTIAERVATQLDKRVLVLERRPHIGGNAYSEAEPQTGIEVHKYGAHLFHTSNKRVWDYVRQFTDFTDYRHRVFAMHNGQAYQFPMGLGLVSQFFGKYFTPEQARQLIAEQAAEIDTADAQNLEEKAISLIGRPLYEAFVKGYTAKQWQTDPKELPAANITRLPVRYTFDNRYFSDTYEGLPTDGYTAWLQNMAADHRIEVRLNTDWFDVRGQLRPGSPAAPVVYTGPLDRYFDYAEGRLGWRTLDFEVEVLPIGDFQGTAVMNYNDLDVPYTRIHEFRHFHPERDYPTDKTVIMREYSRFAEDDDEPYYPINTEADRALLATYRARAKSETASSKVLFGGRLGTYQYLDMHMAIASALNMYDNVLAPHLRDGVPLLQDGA
# BoNT-F LC inh: BoNT/F light chain protease inhibitors, primary screen, biochemical, flow cytometry, MLPCN library. AID 588497, 2011. inhibition, % at 10 µM. 360,000 tested, 0.22% active. Botulinum neurotoxin type F light chain protease (Clostridium botulinum). Multiplex microsphere protease cleavage assay; in the data active = inhibition above about 35%, passing the limit was not always enough; inconclusive = no clear call, values can overlap the other calls; also: plate controls were buffer without enzyme for full effect and enzyme alone for no effect
# FadD28 FP inh: inhibitors of FadD28 bisubstrate probe binding, primary screen, biochemical, fluorescence polarization, single point; 360,000 tested, 0.22% active; inhibition, % at 12.5 µM; in the data active = inhibition above about 8.5%, passing the limit was not always enough; inconclusive = no clear call, values can overlap the other calls
# Anthrax LF inh2: Bacillus anthracis LF protease inhibitors, primary screen, biochemical, multiplex microsphere, MLPCN library | Lethal factor (Bacillus anthracis), P15917 | 360,000 tested, 0.12% active | multiplex microsphere protease cleavage assay | inhibition, % at 10 µM; also: plate controls were buffer without enzyme for full effect and enzyme alone for no effect
# Mtb BioA inh: M. tuberculosis BioA enzyme inhibitors, primary screen, biochemical, plate reader, single point, HTS | AID 602481, 2012 | inhibition, % at 9.99 µM | purified M. tuberculosis BioA enzyme | 360,000 tested, 0.096% active; in the data active = inhibition above about 40%; inconclusive = no clear call, values can overlap the other calls
# FBA Mtb inh: Mtb FBA enzyme inhibitors, primary screen, biochemical, fluorescence, strain H37Rv; 360,000 tested, 2.3% active; inhibition, % at 1 µM; Fructose-bisphosphate aldolase (Mycobacterium tuberculosis (strain ATCC 25618 / H37Rv)), …; purified M. tuberculosis FBA, fluorescence read-out; in the data active = inhibition above about 27%;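 also: 0% = vehicle and 100% = reference inhibitor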
# Target sequence (P9WQA3 whole entry, looked up): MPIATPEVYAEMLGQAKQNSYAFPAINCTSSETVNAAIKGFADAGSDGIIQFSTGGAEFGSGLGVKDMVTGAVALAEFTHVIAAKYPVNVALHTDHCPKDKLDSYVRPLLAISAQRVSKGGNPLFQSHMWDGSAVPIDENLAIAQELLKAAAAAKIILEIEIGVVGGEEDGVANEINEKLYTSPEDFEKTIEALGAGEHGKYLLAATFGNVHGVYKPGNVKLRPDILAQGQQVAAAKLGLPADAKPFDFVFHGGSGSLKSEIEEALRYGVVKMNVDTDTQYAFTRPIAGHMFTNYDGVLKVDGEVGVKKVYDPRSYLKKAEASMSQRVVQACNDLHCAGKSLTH
# BoNT-A LC inh2: BoNT/A light chain protease inhibitors, primary screen, biochemical, flow cytometry, MLPCN library | multiplex microsphere protease substrate cleavage | inhibition, % at 10 µM | 360,000 tested, 0.17% active; also: plate controls were buffer without enzyme for full effect and enzyme alone for no effect
# * hit, by the source's call; u = inconclusive; x = not tested or not shown. Rule as the data show it, unless noted: active = inhibition above about 30%; inconclusive = no clear call, values can overlap the other calls; inactive = below that.
SMILES,PfHsp40 rescue,GDH-TPI counter,UGM FP inh,BoNT-F LC inh,FadD28 FP inh,Anthrax LF inh2,Mtb BioA inh,FBA Mtb inh,BoNT-A LC inh2
COc1ccccc1C(=O)Nc1ccnn1C1CCN(C/C=C/c2ccc(F)cc2)CC1,0.6,1,-0.1,-10,-0.5,-2,6.2,3,-0.4
Cc1nn(-c2ccccc2)c(N2CCCC2)c1/C=N/NC(=O)c1cc(-c2ccccn2)nc2ccccc12,0.3,13,-2.0,-1,-0.3,1,x,1,0.8
Cc1ccc(-c2nc(CN(C)C3CCOCC3)c(C)o2)s1,0.6,0,2.1,0,-0.3,-2,0.4,21,-0.8
O=C(CSc1cn(Cc2ccccc2)c2ccccc12)NCc1ccc(F)cc1,-0.2,1,-5.0,-6,-1.6,-5,-0.7,-1,-0.2
O=C(Cn1cnc2ccccc21)c1ccc(Br)cc1,0.0,-2,x,3,-1.6,4,0.1,0,0.7
CO/N=C\CC(=O)Nc1ccc(Oc2ccccc2)cc1,-0.3,11,0.4,-3,-1.4,-4,6.1,-2,0.4
COc1ccc(NC(=O)CSc2nnc3n2CCCCC3)cc1S(=O)(=O)N1CCOCC1,-0.4,-5,-0.9,-2,x,-9,0.4,-3,-4.0
COc1ccc(C2/C(=C(\O)c3ccc4c(c3)OCCO4)C(=O)C(=O)N2c2nc(C)c(C(C)=O)s2)cc1 (configuration not stated),-0.8,16,0.3,6,-0.9,6,35,4,1.7
COc1ccc(NC(=O)CN2C(=O)c3cccc4cccc2c34)cc1OC,-0.5,6,2.4,2,-0.8,1,x,3,-0.8
C=C(C)C(=O)Oc1ccc(N=Nc2ccc(C)cc2)ccc1=O,x,16,x,-18,-1.0,-15,-0.2,-10,1.3
COC(=O)CCS(=O)(=O)c1cc(Cl)ccc1Cl,-1.3,7,-1.7,12,-4.2,0,2.4,-1,0.5
O=C(Nc1cccn(Cc2c(Cl)cccc2Cl)c1=O)c1ccc(Cl)cc1Cl,-0.3,10,-2.3,-6,-2.3,-8,-4.5,0,0.0
O=C(NCc1ccco1)c1cc(-c2cccnc2)nc2ccc(Cl)cc12,1.3,4,0.6,12,-2.4,1,8.0,7,0.7
OC(CN1CCOCC1)c1ccc(F)cc1 (configuration not stated),1.3,8,-1.6,7,-1.8,-2,x,4,0.6
CSc1ccc(S(=O)(=O)NCCSC(C)(C)C)cc1,0.6,-4,-0.6,2,-0.1,-1,1.8,-2,0.1
COc1ccc(C(C(=O)NC2CCCC2)N(C(=O)c2ccoc2C)c2cc(C)cc(C)c2)cc1 (configuration not stated),-0.9,1,1.8,-4,-0.7,-6,x,2,-0.8
O=C(CCC(=O)N1C[C@H]2C[C@@H](C1)c1cccc(=O)n1C2)NCc1ccccc1C(F)(F)F,-1.6,6,-0.2,-4,0.4,2,1.0,6,0.0
O=C(N/N=C/c1cc(Br)c(O)c(Br)c1O)c1cccnc1,9.4,14,-2.5,-21,-2.5,7,2.9,-12,-0.3
CC(=O)Nc1cncc(-c2cccc(C(=O)N3CCOCC3)c2)n1,x,6,x,0,-1.5,1,0.5,4,0.0
CN=C(C)/C(C(=O)OC)=C(/O)c1ccc(Cl)cc1Cl,-1.7,-6,2.0,u,-2.3,0,x,-2,2.2
O=C(CCC(=O)N(CC(=O)NC1CCCCC1)Cc1ccco1)Nc1nccs1,-1.3,-8,-1.5,2,-1.3,-3,1.5,2,-0.1
O=S(=O)(c1ccc(F)cc1)N1CCc2ccccc21,1.3,10,3.0,u,-0.3,-5,-2.3,0,u
COC(=O)CC1Oc2ccccc2N(Cc2ccc(C)cc2)C1=O (configuration not stated),0.0,9,-2.7,-3,-3.0,-2,0.3,-1,-0.3
CCCCC(=O)OCC(=O)c1ccc(OCC)cc1,0.1,-1,-0.9,-9,-0.7,4,3.3,2,0.8
CCc1nnc(NC(=O)CN2CCN(Cc3ccccc3C)CC2)s1,-0.8,6,-2.0,x,0.9,x,-0.4,0,x
CC1=C(C#N)C(c2cccnc2)C2=C(CCCC2=O)N1 (configuration not stated),-1.3,4,-0.6,18,0.0,0,2.6,34*,0.9
COC(=O)NCC12CC3CC(C1)CC(CNC(=O)OC)(C3)C2,-1.2,-3,-2.2,9,2.2,16,-0.7,2,0.4
O=C(OCc1ccccc1)N1CCOCCN(C(=O)OCc2ccccc2)CCOCC1,0.6,9,-0.2,-1,-2.7,0,x,1,0.0
CCC(C)NC(=O)CN(c1ccc2c(c1)OCO2)S(=O)(=O)c1c(C)n[nH]c1C (configuration not stated),2.3,5,0.2,-9,0.4,-10,-0.2,3,-0.7
COc1ccc(C2=NO[C@@H]3C(=O)N(c4cccc(C)c4C)C(=O)[C@H]23)cc1OC,-0.1,1,1.7,-7,-3.1,-16,1.0,4,-1.8
CCN(CC(=O)NCc1ccc(F)cc1)C(=O)c1ccc(C)o1,0.5,-13,2.0,-6,-2.9,-1,-0.4,-1,0.4
O=C1CSc2ccc(C(=O)O)cc2N1,-1.7,-4,5.1,0,-0.5,-9,-2.1,-1,-1.2
CN(C(=O)CSc1nnnn1-c1ccc(O)cc1)C1CCCCC1,0.3,-2,0.1,-5,-1.2,1,-2.5,3,-1.7
Cc1ccccc1OCCN1C(=O)NC2(CCCc3ccccc32)C1=O (configuration not stated),0.2,-2,0.3,-8,-3.9,-1,2.8,1,-0.2
CC(=O)c1c(C)[nH]c(C(=O)CN2C(=O)NC(C)(c3ccc(C)cc3)C2=O)c1C (configuration not stated),1.4,3,-1.7,-1,-3.5,-2,x,-2,0.7
CN(C(=O)CCc1nc2ccccc2s1)c1ccccc1,1.1,5,0.6,-9,-1.7,-3,0.3,0,-0.2
CCOC(=O)c1ccc2[nH]c(C)c(C)c2c1,-1.1,6,2.9,-3,1.1,0,0.1,1,0.1
CCCC(O)(CCC)C(=O)NNc1ccc(C)cc1,-0.3,-1,-1.1,0,-0.7,-2,x,1,0.2
COC(=O)c1cc(C#N)c(Oc2ccc(OC)cc2)nc1C,-1.5,-1,x,-28,-1.1,-2,1.3,2,-0.8
CCCCNC(=O)CCC(=O)NNc1nc2ccccc2c2nc(C)nn12,-1.2,6,3.4,-6,-1.8,0,x,4,-0.3
OC(c1ccc(F)cc1)c1nc(-c2cc3ccccc3o2)cs1 (configuration not stated),x,7,x,-1,-2.3,-3,-2.1,-3,-0.4
CC(=O)N[C@@H]1CC[C@@]2(O)[C@H]3Cc4ccc(O)c5c4[C@@]2(CCN3CC2CC2)[C@@H]1O5,-1.3,-2,x,-21,0.1,-3,-2.2,1,-2.5
C=CCSC1=C(C#N)C(c2ccccc2OCC)CC(=O)N1 (configuration not stated),8.7,-5,0.2,-1,-4.8,-3,-0.3,-1,-0.3
COc1ccc(C2=NOC(C(=O)NCc3ccc(F)cc3)C2)cc1OC (configuration not stated),0.0,9,-1.3,5,-1.8,4,1.2,2,3.2
COc1ccc(SCC(=O)c2cc(C)c(OC(=S)N(C)C)c(C)c2)cc1,0.8,-2,4.7,u,-3.0,3,1.6,-2,1.8
COc1ccccc1NS(=O)(=O)c1ccc(Br)s1,-0.9,7,-2.2,-21,0.0,-3,-2.4,0,-0.6
COc1cccc(Nc2nc(-c3sc(N)nc3C)cs2)c1,1.0,6,-2.3,-38,-1.7,-6,x,-3,5.4
CC(=O)Nc1ccc(NC(=O)C2CCCN2C(=O)Nc2ccccc2[N+](=O)[O-])cc1 (configuration not stated),1.1,6,-1.7,0,-0.7,-5,-0.5,0,-0.9
O=[N+]([O-])c1cc(Cl)ccc1NCCNc1ncc(C(F)(F)F)cc1Cl,-0.6,-6,0.6,-2,-2.6,0,x,-10,0.3
O=C(COC(=O)C1CC(=O)N(Cc2ccccc2)C1)c1ccc(Br)cc1 (configuration not stated),2.0,6,0.7,-10,0.9,4,0.7,1,-0.1
CC(C)c1ccccc1NC(=O)Nc1ccc(F)cc1F,-0.6,4,-0.9,6,-0.5,-4,-1.8,-1,-0.1
Cc1ccc(C(C)NC(=S)NC2CCCCC2)c(C)c1 (configuration not stated),6.8,4,-0.3,2,0.6,0,0.9,2,0.0
CC(CN1CCOCC1)OC(=O)c1ccccc1Br (configuration not stated),-0.6,-12,1.8,-1,-4.6,-1,0.2,1,-0.5
COc1ccc(C(=O)NCCN2C(=O)S/C(=C\c3cccnc3)C2=O)c(OC)c1OC,0.2,33*,-3.1,1,-1.5,3,-2.2,-1,1.2
COc1ccc(C2CC(=O)c3c(O)cc(O)cc3O2)c(CC=C(C)C)c1OC (configuration not stated),u,12,3.6,2,-8.7,5,0.5,0,0.3

# Filtered by structure, those above containing an aryl methoxy group.
SMILES,PfHsp40 rescue,GDH-TPI counter,UGM FP inh,BoNT-F LC inh,FadD28 FP inh,Anthrax LF inh2,Mtb BioA inh,FBA Mtb inh,BoNT-A LC inh2
COc1ccccc1C(=O)Nc1ccnn1C1CCN(C/C=C/c2ccc(F)cc2)CC1,0.6,1,-0.1,-10,-0.5,-2,6.2,3,-0.4
COc1ccc(NC(=O)CSc2nnc3n2CCCCC3)cc1S(=O)(=O)N1CCOCC1,-0.4,-5,-0.9,-2,x,-9,0.4,-3,-4.0
COc1ccc(C2/C(=C(\O)c3ccc4c(c3)OCCO4)C(=O)C(=O)N2c2nc(C)c(C(C)=O)s2)cc1 (configuration not stated),-0.8,16,0.3,6,-0.9,6,35,4,1.7
COc1ccc(NC(=O)CN2C(=O)c3cccc4cccc2c34)cc1OC,-0.5,6,2.4,2,-0.8,1,x,3,-0.8
COc1ccc(C(C(=O)NC2CCCC2)N(C(=O)c2ccoc2C)c2cc(C)cc(C)c2)cc1 (configuration not stated),-0.9,1,1.8,-4,-0.7,-6,x,2,-0.8
COc1ccc(C2=NO[C@@H]3C(=O)N(c4cccc(C)c4C)C(=O)[C@H]23)cc1OC,-0.1,1,1.7,-7,-3.1,-16,1.0,4,-1.8
COC(=O)c1cc(C#N)c(Oc2ccc(OC)cc2)nc1C,-1.5,-1,x,-28,-1.1,-2,1.3,2,-0.8
COc1ccc(C2=NOC(C(=O)NCc3ccc(F)cc3)C2)cc1OC (configuration not stated),0.0,9,-1.3,5,-1.8,4,1.2,2,3.2
COc1ccc(SCC(=O)c2cc(C)c(OC(=S)N(C)C)c(C)c2)cc1,0.8,-2,4.7,u,-3.0,3,1.6,-2,1.8
COc1ccccc1NS(=O)(=O)c1ccc(Br)s1,-0.9,7,-2.2,-21,0.0,-3,-2.4,0,-0.6
COc1cccc(Nc2nc(-c3sc(N)nc3C)cs2)c1,1.0,6,-2.3,-38,-1.7,-6,x,-3,5.4
COc1ccc(C(=O)NCCN2C(=O)S/C(=C\c3cccnc3)C2=O)c(OC)c1OC,0.2,33*,-3.1,1,-1.5,3,-2.2,-1,1.2
COc1ccc(C2CC(=O)c3c(O)cc(O)cc3O2)c(CC=C(C)C)c1OC (configuration not stated),u,12,3.6,2,-8.7,5,0.5,0,0.3
